# High-throughput results as filed in PubChem.
# TGFb inhibitor: qHTS for Inhibitors of TGF-b; HepG2 CAGA-GFP TGF-b/SMAD3 reporter, GFP fluorescence, 18 h; TGF-beta stimulated, 500 pg/mL final; actives 1.2% (n = 410,000); Potency, µM (top dose mostly 46.1 µM), for inactives: at the highest dose activity, negative = inhibition, most hits filed as inhibitors; further: potency means the concentration at half of the fitted maximal effect; on the % scale 0 is the no-effect control and ±100 the full control effect; nearly all actives have a fitted effect of over 65% in size
#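 TGF-beta reporter screen: HEPG2 CAGA-GFP, 1% FBS, 500 pg/mL TGF-beta final, 18 h; per-cell GFP summed per well; curves fitted and categorized by class.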
# pAkt inh: HTS Assay for Inhibitors of Akt Phophorylation: Primary Screen. Neuro2A IGF-stimulated pAkt S473 HTRF, 20 min; stronger effect = lower value. actives 0.32% (n = 360,000). AID 651550, 2012. activity change, % for hits at 50 µM; in the data active means activity change below about -80%; inconclusive means mostly about -51% to -80%; further: on the % scale 0 is the no-effect control and ±100 the full control effect
#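 Single-point screen (50 µM final compound) in Neuro2A cells stimulated 20 min with 6 nM IGF at 37 deg C. After lysis, Ser473-phosphorylated Akt read by HTRF (ex 330 nm, em 615/665 nm) as the 665/615 ratio.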
# A549 tox: Nrf2 qHTS screen for inhibitors: counterscreen for cytotoxicity. A549 ARE-Fluc cells, CellTiter-Fluor viability, 18-24 h. Potency, µM (series often up to 46 µM), for inactives: at the top dose activity change, negative = cytotoxicity, most hits filed as inhibitors. actives 0.16% (n = 390,000). AID 504648, 2011; further: potency means the concentration at half of the fitted maximal effect; on the % scale 0 is the no-effect control and ±100 the full control effect
#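 A549 ARE-Fluc cells in 5% FBS OPTI-MEM, 5000 cells/well, rested 2 h then exposed to compounds in concentration-response for 18-24 h at 37 °C. Viability by CellTiter-Fluor fluorescence (Ex 405/Em 525) after 30 min; luciferase luminescence (BugLite, 15 min, RT) read afterwards.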
# HepG2 viability: qHTS for Inhibitors of TGF-b: Cytotox Counterscreen. AID 588856, 2011. actives 0.76% (n = 410,000). HepG2 CAGA-GFP viability, ATP luminescence, 18 h. Potency, µM (doses to about 46.1 µM), for the others: at the top dose activity change, negative = cytotoxicity, most hits filed as cytotoxic; further: potency means the concentration at half of the fitted maximal effect; some results filed as inactive show a strong effect at the top dose
#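 CellTiter-Glo luminescence gave cytotoxicity after 18 hours at 37 degrees C. The cells were HepG2 CAGA-GFP in 1% FBS DMEM, stimulated with 500 pg/mL TGF-beta after compound addition. %Activity was normalised to no-cell wells (complete cell-killing) and DMSO (no toxicity), and curves were fitted and classified.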
# Nrf2 ARE act: qHTS of Nrf2 Activators | Potency, µM (top dose mostly 46.1 µM), for inactives: top-dose activation, most hits filed as activators | AID 624171, 2012 | AREc32 ARE-luciferase reporter (MCF7-derived line), luminescence, 24 h | actives 0.31% (n = 410,000); further: potency means the concentration at half of the fitted maximal effect; % of control where 0% means no effect; nearly all actives have a fitted effect of over 65% in size
#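 AREc32 cells carrying an ARE-driven firefly luciferase, 1000 cells/well in OPTI-MEM with 5% FBS, dosed after overnight attachment and incubated 24 hr at 37 deg C. Steady-Glo luminescence read after 30 min at RT.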
# ATXN viability: Viability Counterscreen for Primary qHTS for Inhibitors of ATXN expression; S2 cells (HEK-293 line with an ATXN2-luciferase reporter) viability, CellTiter-Fluor protease fluorescence, 24 h; Potency, µM (top dose mostly 56.7 µM), hits mostly cytotoxic; actives 0.49% (n = 400,000); AID 651635, 2014; further: potency means the concentration at half of the fitted maximal effect; nearly all actives have a fitted effect of over 40% in size
# Nrf2 inh: Nrf2 qHTS screen for inhibitors; A549 ARE-Fluc reporter, luciferase luminescence, 18-24 h; Potency, µM (titrated, usually from 46 µM), for inactives: top-dose activity change, negative = inhibition, actives largely listed as inhibitors; actives 2.1% (n = 360,000); AID 504444, 2011; further: potency means the concentration at half of the fitted maximal effect; on the % scale 0 is the no-effect control and ±100 the full control effect; nearly all actives have a fitted effect of over 60% in size
#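 Quantitative HTS in A549 cells stably bearing an antioxidant response element-firefly luciferase construct. Inhibition of Nrf2-driven transcription was scored by luminescence after 18-24 h of compound exposure at 37 °C.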
# CCT modulator: High-Throughput Screening for Modulators of Cytosolic Chaperonin Activity; activity change, % (no concentration beside the values), hits read low; purified chaperonin ATPase assay, HTRF ADP detection, 30 min; AID 651819, 2012; actives 0.3% (n = 360,000); in the data active means activity change below about -30%; further: on the % scale 0 is the no-effect control and ±100 the full control effect
#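 We incubate TRiC, 40 or 20 nM final, with library compounds at 76 uM and 10 uM ATP for 30 min at 37 °C. ADP formed is detected with Transcreener HTRF reagents after 30 min at room temperature.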
# Mm-Cpn inhibitor: Inhibitors of TCP-1 ring complex (TRiC) of Methanococcus maripaludis (MmCpn): qHTS. actives 0.031% (n = 330,000). Chaperonin Mm-Cpn (Methanococcus maripaludis). Potency, µM (doses to about 76.9 µM), inactives show at the highest dose activity, negative = inhibition, actives largely listed as inhibitors. purified Mm-Cpn ATPase, ADP Transcreener TR-FRET; further: potency means the concentration at half of the fitted maximal effect; on the % scale 0 is the no-effect control and ±100 the full control effect; nearly all actives have a fitted effect of over 80% in size
#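 25 nM Mm-CPN + cpd, 10 min 37°C; + 10 uM ATP, 30 min 37°C; buffer 30 mM Tris pH 7.4, 100 mM KCl, 5 mM MgCl2, 1 mM DTT; Transcreener ADP HTRF detection 30 min RT.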
# Active calls of the source: *; i = inactive; ? = inconclusive; nt = no result given; & = joins results of further samples; [ ] = dose if it differs, or a comment. Unless noted, the call rests on the fitted dose curve; in most records, active means well fitted curve in the direction sought with a large enough effect; inconclusive means small, poorly fitted or top-dose-only effect, or another doubt; inactive means no such curve, though single readings can be large; an effect the other way counts as inactive or inconclusive.
SMILES,TGFb inhibitor,pAkt inh,A549 tox,HepG2 viability,Nrf2 ARE act,ATXN viability,Nrf2 inh,CCT modulator,Mm-Cpn inhibitor
COc1ccc(C2=NO[C@@H]3C(=O)N(Cc4ccccc4)C(=O)[C@H]23)c(OC)c1,-12%,i,5%,4%,-0.2%,i,-17%,-8.5,4%
Cc1nc2ncnn2c(N2CCCC(C(=O)Nc3ccccc3Br)C2)c1C (stereo unspecified),-3%,i,9%,-34%,3.0%,i,?,-2.7,-1%
CCOc1ccc(-c2nnc(SCC(=O)NCc3ccc(C)cc3)nc2-c2ccc(OCC)cc2)cc1,-19%,nt,2%,11%,0.4%,nt,nt,nt,nt
Cc1ccc(N2CC(C(=O)NCCN3CCOCC3)CC2=O)cc1C (stereo unspecified),-2%,i,-10%,5%,-0.5%,i,?,2.9,-1%
Clc1ccc2nc(CSc3nnc4ccccn34)cn2c1,1%,i,0%,0%,-1.6%,i,nt,0.4,2%
CC(C)(C)c1ccc(NS(=O)(=O)c2ccc(N)cc2)cc1,-20%,i,14%,-30%,2.0%,i,?,-1.3,-2%
Cc1ccccc1C(C(=O)NC1CCCCC1)N(C(=O)c1ccccn1)c1cccnc1 (stereo unspecified),1%,i,1%,-9%,0.2%,i,-9%,-1.4,-2%
Cc1ccc(C2C=CC(C#N)=CN2Cc2ccccc2)cc1 (stereo unspecified),-9%,i,nt,-25%,5.2%,i,nt,-0.8,nt
Cc1ccc(C(=O)N=c2sccn2C)cc1S(=O)(=O)N1CCOCC1,-24%,i,4%,-5%,-0.3%,i,7%,-0.4,0%
CCOc1ccccc1C(=O)Nc1nnc(SCC(=O)Nc2cc(C)on2)s1,-1%,i,-2%,-5%,-0.7%,i,3%,-12,1%
CC(CNC(=O)COC(=O)c1ccco1)c1ccccc1 (stereo unspecified),6%,i,5%,-4%,2.6%,i,-1%,0.8,-2%
Cc1nnsc1C(=O)NC1CCCc2c1cnn2-c1ccc(F)cc1F (stereo unspecified),-11%,i,-18%,-23%,1.9%,i,1.2µM*,-2.2,-1%

# Rewritten with two lines to a compound: 7 of the compounds above.
# Value order: TGFb inhibitor, pAkt inh, A549 tox, HepG2 viability, Nrf2 ARE act, ATXN viability, Nrf2 inh, CCT modulator, Mm-Cpn inhibitor
Cc1nc2ncnn2c(N2CCCC(C(=O)Nc3ccccc3Br)C2)c1C (stereo unspecified)
 : -3%, i, 9%, -34%, 3.0%, i, ?, -2.7, -1%
CCOc1ccc(-c2nnc(SCC(=O)NCc3ccc(C)cc3)nc2-c2ccc(OCC)cc2)cc1
 : -19%, nt, 2%, 11%, 0.4%, nt, nt, nt, nt
Cc1ccc(N2CC(C(=O)NCCN3CCOCC3)CC2=O)cc1C (stereo unspecified)
 : -2%, i, -10%, 5%, -0.5%, i, ?, 2.9, -1%
Clc1ccc2nc(CSc3nnc4ccccn34)cn2c1
 : 1%, i, 0%, 0%, -1.6%, i, nt, 0.4, 2%
CC(C)(C)c1ccc(NS(=O)(=O)c2ccc(N)cc2)cc1
 : -20%, i, 14%, -30%, 2.0%, i, ?, -1.3, -2%
Cc1ccccc1C(C(=O)NC1CCCCC1)N(C(=O)c1ccccn1)c1cccnc1 (stereo unspecified)
 : 1%, i, 1%, -9%, 0.2%, i, -9%, -1.4, -2%
Cc1ccc(C2C=CC(C#N)=CN2Cc2ccccc2)cc1 (stereo unspecified)
 : -9%, i, nt, -25%, 5.2%, i, nt, -0.8, nt

# Carrying on.
SMILES,TGFb inhibitor,pAkt inh,A549 tox,HepG2 viability,Nrf2 ARE act,ATXN viability,Nrf2 inh,CCT modulator,Mm-Cpn inhibitor
COc1ccc(CN2CCN(S(=O)(=O)c3ccccc3)CC2)cc1Br,-24%,i,0%,-4%,-0.3%,i,0%,1.6,2%
O=[N+]([O-])c1cc(C(F)(F)F)ccc1NCCc1c[nH]c2ccc(O)cc12,?,i,7%[1.84 µM],-88%,2.2%,i,7%,-1.5,0%
COC(=O)CN(c1nc(C)cc(OC)n1)S(=O)(=O)c1ccc(C)cc1,4%,i,-1%,1%,-0.1%,i,nt,-3.3,-1%
COc1ccc(N2CCN(C(c3cccs3)C(C)NS(C)(=O)=O)CC2)cc1 (stereo unspecified),-3%,i,-1%,-10%,-1.7%,i,-8%,-3.8,0%
Cc1nc2ncnn2c(C)c1CCC(=O)N1CCN(c2ccccn2)CC1,-1%,i,25%,-11%,-0.8%,i,8%,-2.9,4%
Nc1cc(=O)[nH]c(SCc2nc3ccccc3n2Cc2ccccc2)n1,16%,i,-3%,-18%,0.4%,i,2%,-0.1,-5%
Cc1ccc(C(=O)c2c3ccc(C(F)(F)F)cc3[n+]([O-])n2CCCN)cc1,-13%,i,?,-32%,20%,?,8%,0.1,-2%
CCN(CC(=O)Nc1c(F)cccc1F)C(=O)CCc1nc2ccccc2c(=O)[nH]1,1%,i,-14%,4%,0.1%,i,1%,-1.0,1%
COC(=O)/C=C1/SC(=NC(=O)c2ccc(F)cc2)NC1=O,8%,i,2%,-6%,2.1%,i,-11%,-1.6,0%
Cc1nn(CC#N)c(=O)n1-c1ccc(F)cc1,11%,i,-7%,0%,0.3%,i,4%,-1.8,-2%
O=C(CCCN1C(=O)/C(=C/c2cccc(Br)c2)SC1=S)NCCCN1CCOCC1,-19%,i,?,-16%,?,?,1%,-0.1,-1%
C=Cc1ccc(Cn2nc(-c3ccc(C)cc3)ccc2=O)cc1,?,i,9%&-11%,-24%&-96%,1.5%&0.2%,i,?,1.6,-1%
CN1CCCN(Cc2nc(-c3ccc(Cl)cc3)no2)CC1,-1%,i,3%,-10%,1.9%,i,1%,-1.1,0%
CC(C)=CCC[C@H](C)C[C@@H]1Cc2[nH][nH]c(=O)c2[C@H](c2ccc(Cl)cc2)O1,nt,i,nt,nt,2.6%,?,nt,0.7,nt
COc1ccccc1-n1cnc2cc(NCc3ccco3)ccc21,8.9µM*,i,1%,-2%,2.4%,?,15%,-1.4,-2%
CC(C)C[C@@H](C(=O)NC1CCN(Cc2ccccc2)CC1)N1C(=O)N2CCc3c([nH]c4ccccc34)[C@@]2(C)C1=O,?,i,-5%,13µM*,8.8%,25µM*,-21%,-2.6,2%
Cc1ccn2c(C(=O)N/N=C\c3ccccc3[N+](=O)[O-])c(C)nc2c1,4%,i,2%,-5%,-0.2%,i,?,-1.6,nt
COc1cccc(-c2nc3nc(C)cc(C)n3c2NC2CCCCC2)c1,nt,i,nt,nt,1.0%,?,nt,0.5,nt
Cc1ccc(C(C)C)c2oc(=O)cc(-c3ccc(-c4ccc(C(F)(F)F)cc4)cc3)c12,-9%,i,0%,-42%,-1.0%,i,?,-0.3,-2%
COc1ccc(N2C(=O)CC(N3CCC(C(N)=O)CC3)C2=O)cc1 (stereo unspecified),-8%,i,2%,-12%,2.6%,i,?,-5.7,0%
Cc1nc2ccccn2c1C(=O)CSc1cccc(Cl)c1,-12%,i,12%,-30%,3.1%,i,0%,-1.0,-3%
COc1ccc(S(=O)(=O)NN=C2CCCC2)cc1,2%,i,6%,-10%,0.0%,i,nt,-1.8,0%
O=C1CC[C@@H]2C[C@@]3(C[C@@H]4CCN1[C@H]24)Nc1cc([N+](=O)[O-])ccc1NC3=NCc1ccccc1,-19%&-8%,i,-16%,-11%&3%,5.3%,i,-4%,-3.3,nt
CCOc1ccc2oc(C(=O)OCC(=O)N3CC(C)OC(C)C3)c(C)c2c1 (stereo unspecified),-6%,i,-6%,-14%,0.6%,i,5%,0.0,0%
O=c1c2cc3c(cc2[nH]c(=S)n1Cc1ccco1)OCO3,-16%,i,0%,-38%,9.3%,i,-9%,-0.7,0%
CCn1c(COc2ccc(Cl)cc2)nnc1SCc1nc2ccccc2[nH]1,-16%,i,2%,-21%,4.0%,i,?,-0.9,-2%
COCc1cc(C)nc2sc(C(=O)Nc3ccc(OC)cc3)c(N)c12,15%,i,-2%,-11%,8.7%,i,-19%,1.8,-9%
CN(C)C(=O)c1ccc(-c2n[nH]c(=O)c3ccccc23)cc1,2%,i,7%,-8%,-0.5%,i,?,-3.9,1%
CCCc1nn2c(=O)cc(CSCC(=O)Nc3nnc(CC)s3)nc2s1,2%,i,0%,-2%,1.8%,i,0%,-3.5,-5%
CNC(=O)NC(=O)COC(=O)CCCSc1nc2ccccc2s1,?,i,12%,-1%,-2.6%,i,?,1.4,1%
CCOC(=O)C1=C(COC(=O)c2cccc(N(C)C)c2)NC(=O)NC1C (stereo unspecified),-1%,i,5%,-6%,0.5%,?,1%,0.7,?
